Compound activity: PubChem BioAssay, several laboratories
CSN deneddyl inh = CSN deneddylation inhibition; Purified CSN, SCF-Nedd8-OG deneddylation, fluorescence polarization; inhibition, % at 12.5 µM; 360,000 tested, 0.38% active; AID 651999;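 active means pattern-corrected inhibition above about 35%, with an unprinted fluorescence ratio check between 0.5 and 1.5, limit read from the data, passing the limit was not always enough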;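 further: 0% = enzyme with substrate and 100% = substrate without enzyme; some results filed as inactive read as strong as hits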
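Assay system: purified human Csn5 enzyme expressed in HEK293T cells; Input: 0.24 nM Csn5 enzyme, final concentration; Reagent: 10 nM SCFSkp2-Nedd8OG; Compound dosing: 12.5 µM single point; Times: reaction 90 min, room temperature; Technique: fluorescence polarization readout.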
STEP block = STEP (human) phosphatase inhibition; 360,000 tested, 0.25% active; inhibition, % at 20 µM; P54829; recombinant STEP, OMFP fluorogenic substrate, fluorescence;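 active means inhibition at 20 µM, scaled per plate between control wells, above about 37%, limit read from the data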;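 further: 0% = DMSO with enzyme and substrate and 100% = substrate only without enzyme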
Target sequence (P54829 whole entry, looked up): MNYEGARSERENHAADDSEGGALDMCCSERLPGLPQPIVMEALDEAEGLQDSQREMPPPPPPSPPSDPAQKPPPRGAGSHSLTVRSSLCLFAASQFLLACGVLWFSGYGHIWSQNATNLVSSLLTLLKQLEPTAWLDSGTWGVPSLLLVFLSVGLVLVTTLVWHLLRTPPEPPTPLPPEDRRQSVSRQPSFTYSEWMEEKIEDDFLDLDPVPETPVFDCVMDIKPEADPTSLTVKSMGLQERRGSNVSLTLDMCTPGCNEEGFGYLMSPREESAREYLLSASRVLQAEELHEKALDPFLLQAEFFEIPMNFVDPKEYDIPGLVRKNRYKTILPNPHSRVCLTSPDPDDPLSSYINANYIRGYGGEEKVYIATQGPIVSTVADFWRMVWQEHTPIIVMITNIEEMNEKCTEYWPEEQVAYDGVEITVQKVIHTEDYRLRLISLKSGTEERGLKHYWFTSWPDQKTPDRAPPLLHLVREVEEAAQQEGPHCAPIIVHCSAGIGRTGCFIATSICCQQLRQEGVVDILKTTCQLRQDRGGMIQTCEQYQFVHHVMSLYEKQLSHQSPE
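medium = Bis-Tris buffer pH 6.0, 2.5 mM DTT, 0.005% Tween 20 | test system = STEP (striatal-enriched tyrosine phosphatase) enzyme, cell-free | measure = normalized % inhibition | compound dosing = 20 µM, 1% DMSO | also added = 25 µM OMFP | schedule = reaction 20 min, ambient temperature | measured by = fluorescence read at 480 nm ex / 540 nm em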
DNMT1 block = blocks human DNA methyltransferase DNMT1. DNMT1 molecular beacon, Hinp1I cleavage, fluorescence. inhibition (reported as % activation of signal), % at 10 µM. AID 588458. 360,000 tested, 0.83% active. P26358; in the data active means inhibition above about 50%
Rpn11 inh = inhibitors of human proteasome Rpn11. O00487. calls only at 20 µM. 360,000 tested, 0.59% active. human 26S proteasome, Ub4-pepOG fluorescence polarization; 20S core pre-blocked with epoxomicin;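 active means inhibition at 20 µM, scaled to each plate's controls, above about 33%, limit read from the data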
Neddylation inh = blocks human cullin neddylation | AID 651699 | calls only at 25 µM | 360,000 tested, 0.58% active | P61081+Q13564 | TR-FRET cullin neddylation, biochemical; in the data active means inhibition above about 36%
NadD block = inhibitors of Staphylococcus aureus NadD; purified NadD enzyme, colorimetric absorbance read-out; inhibition, % at 20 µM; 360,000 tested, 0.78% active; in the data active means inhibition above about 26%; further: some compounds past the cut are filed as inactive
LMPTP inh = blocks human LMPTP phosphatase; 360,000 tested, 0.22% active; inhibition, % at 20 µM; P24666; AID 651560; recombinant LMPTP-A, OMFP fluorogenic substrate, fluorescence intensity;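 active means compounds that cut the enzyme signal by at least half of the control window in the single-dose screen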;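 further: plate controls were DMSO wells with enzyme plus substrate for no effect and substrate without enzyme for full effect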
Target sequence (P24666 whole entry, looked up): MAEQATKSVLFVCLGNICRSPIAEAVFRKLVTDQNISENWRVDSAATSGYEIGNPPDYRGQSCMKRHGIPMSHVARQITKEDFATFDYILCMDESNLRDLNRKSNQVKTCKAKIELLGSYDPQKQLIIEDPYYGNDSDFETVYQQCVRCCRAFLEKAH
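Test system – LMPTP-A enzyme · Amount – LMPTP-A at 0.625 nM final in the reaction · Buffer or medium – Bis-Tris pH 6.0, DTT, detergent · Reagent – OMFP 400 µM · Doses – single 20 µM dose · Schedule – reaction 50 min, room temperature, dark · Detection – fluorescence intensity of OMFP turnover product · Evaluation – percent inhibition versus substrate-only and uninhibited controls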
Rin1 Abl inh = inhibitors of human Rin1-Abl protein interaction. P00519+Q13671. TR-FRET Rin1/Abl binding, biochemical. inhibition, % at 7.35 µM. 360,000 tested, 0.4% active; in the data active means inhibition above about 5%, passing the limit was not always enough
Scp1 inh = blocks human Scp-1 phosphatase activity | Q9GZU7 | inhibition, % at 20 µM | Recombinant Scp1, phosphopeptide, malachite green phosphate absorbance | 340,000 tested, 0.88% active;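 active means inhibition above about 50% at 20 µM, limit read from the data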;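 further: plate controls were DMSO wells with enzyme for no effect and wells lacking enzyme for full effect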
Target sequence (Q9GZU7 76-261 limits assumed): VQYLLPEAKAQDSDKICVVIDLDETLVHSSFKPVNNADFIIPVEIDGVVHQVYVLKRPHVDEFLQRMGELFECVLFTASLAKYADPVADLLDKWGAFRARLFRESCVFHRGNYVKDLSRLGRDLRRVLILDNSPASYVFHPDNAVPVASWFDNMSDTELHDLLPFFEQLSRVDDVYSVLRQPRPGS
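Assay system: SCP-1 catalytic fragment, aa 76-261 | Buffer or medium: Tris acetate buffer pH 5.5 with MgCl2 and Tween-20 | Compound: One concentration, 20 µM, with 1.0% DMSO | Also added: Phospho 17-mer peptide substrate | Signal: Absorbance at 630 nm | Incubation: 45 min enzyme reaction at room temperature | Measure: % inhibition of SCP-1 phosphate liberation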
SUMO1 PPI mod = SUMO1-SIM interaction modulation; P63165; SUMO1 binding to a labelled peptide, TR-FRET, 1 h; inhibition, % at 20 µM; 360,000 tested, 0.33% active; AID 602429; in the data active means inhibition above about 37%
Active calls of the source: *; i = inactive; . = no result given. Rows are unselected (roughly 3.8% active in at least one column).

SMILES	STEP block	LMPTP inh	Rin1 Abl inh	Scp1 inh	SUMO1 PPI mod	Rpn11 inh	DNMT1 block	CSN deneddyl inh	NadD block	Neddylation inh
CCOC(=O)c1c(NC(=O)c2cc3n(n2)C(C(F)(F)F)CC(c2ccccc2)N3)sc(C)c1C (configuration not stated)	-4.7	-0.2	-0.5	-7.6	-0.4	i	15.2	0.6	25.2	i
Cc1ccc2c(c1)C1(C(=O)N2C)N2CC3(C)CN1CC(C)(C2)C3=O (configuration not stated)	2.1	0.0	-3.3	-2.6	-13.6	i	3.8	0.1	1.5	i
Cc1ccc(-n2ccnc2SCC(=O)c2c(N)n(C3CC3)c(=O)[nH]c2=O)cc1C	-0.1	-1.2	-0.5	-7.6	0.7	i	2.3	6.5	4.8	i
N#CC1(NC(=O)COC(=O)c2ccc(Cl)nc2)CCCCC1	-0.3	-0.9	-1.7	-4.0	-5.6	i	3.0	0.9	0.8	i
O=[N+]([O-])c1cccc(-c2noc(-c3ccco3)n2)c1	1.4	-0.1	-0.1	-16.4	-31.2	i	23.2	-0.8	-7.6	i
CCCc1cc(=O)oc2cc(C)cc(OCC(=O)NCc3cccnc3)c12	-0.5	-1.8	1.3	-13.4	1.4	i	0.9	3.0	-8.2	.
Cc1ccc(NC(=O)Cc2nnc(SCC(=O)NC3=NCCS3)n2C)cc1	0.6	-2.2	-0.8	-2.8	-1.0	i	0.1	0.0	4.6	i
COc1ccc(S(=O)(=O)n2nc(-c3ccc(Cl)cc3)cc2N)cc1	-1.4	1.2	-7.5	-20.5	0.0	i	-2.9	5.5	-4.8	i
CCCCN(C=O)c1c(CC)nc2c(OCCC3CCCCC3)cccn12	4.2	2.8	0.7	.	6.5	i	-6.0	1.2	3.0	i
Brc1cccc(C=Nc2cccc3ncccc23)c1	-0.3	8.1	1.2	-7.9	-7.4	i	-9.7	1.4	0.9	i
O=C(/C=C/c1ccco1)NCC1(c2ccccc2)CCCC1	1.3	0.4	1.1	-4.6	-3.3	i	-3.8	-8.0	-2.0	i
Cc1ccc2[nH]c(=O)c(C(c3nnnn3C3CCCC3)N3CCCc4ccccc43)cc2c1 (configuration not stated)	0.3	2.1	4.5	-10.7	-24.9	i	-11.3	-2.9	14.9	i
Oc1ccc(Cl)cc1/C=N/c1nccs1	-3.5	-0.4	-3.3	-6.5	-0.6	i	-5.0	1.4	-1.4	i
O=C(Cn1c(O)c(/C=C2\C=Nc3ccccc32)sc1=O)Nc1ccc2c(c1)OCO2	-0.1	-0.2	4.3	16.1	-4.0	i	24.7	-3.8	5.8	i
CC(C)CC1C(=O)N(Cc2cn(Cc3ccco3)nn2)CCS(=O)(=O)N1Cc1ccc(-c2ccncc2)cc1 (configuration not stated)	1.9	3.5	-2.3	.	-1.4	i	-5.5	2.0	4.8	i
CN(Cc1ccccc1)S(=O)(=O)c1ccc2[nH]cc(C(=O)NCC3CCCO3)c(=O)c2c1 (configuration not stated)	8.4	2.5	4.7	14.7	1.0	i	6.3	0.0	12.7	i
CCC(NS(=O)(=O)c1cccs1)c1ccc(C)cc1 (configuration not stated)	-1.3	0.3	1.7	-2.2	-0.6	i	1.6	1.8	4.9	i
COc1ccc(C(=O)N2CCN(S(=O)(=O)N3CCOCC3)CC2)cc1OC	-2.8	-0.8	-2.5	-5.9	1.5	i	2.9	-0.1	-2.0	i
CC(NC(=O)c1cccs1)c1ccccc1 (configuration not stated)	-1.5	-0.2	0.7	0.9	1.7	i	0.0	2.4	-2.9	i
COc1ccc2cc(CN(Cc3ccco3)C(c3nnnn3C3CCCCC3)C(C)C)c(=O)[nH]c2c1 (configuration not stated)	1.2	2.1	0.0	-3.2	-1.7	i	-1.6	-2.0	1.0	i
CCNS(=O)(=O)c1ccc(C(=O)Nc2ccccc2)cc1	-5.1	-3.8	0.1	-8.7	-0.9	i	-0.6	-1.9	4.9	i
COc1cc(C)nc(N2CCCC(C(=O)NCC(C)C)C2)n1 (configuration not stated)	1.1	-1.2	-0.3	4.6	-5.4	i	1.1	-3.6	-2.0	i
Cc1ccsc1C(=O)C1CCCN(Cc2cccn2-c2ccc(Cl)cn2)C1 (configuration not stated)	3.2	1.0	-0.6	26.3	-1.3	i	112.7*	3.3	1.9	i
Cc1ccc(CS(=O)(=O)CCC(=O)NCc2ccc3c(c2)OCO3)cc1	1.7	-1.3	-0.6	-4.5	-2.0	i	-0.4	0.7	9.8	i
CCOc1ccc(NC(=O)c2ccc3snnc3c2)cc1	1.4	1.5	-0.1	-9.8	-4.5	i	-4.2	4.9	6.2	i
COc1ccc(S(=O)(=O)NCC(c2ccc3c(c2)OCO3)N2CCOCC2)cc1C (configuration not stated)	-1.5	-0.1	5.0	1.4	0.6	i	0.5	-1.8	-1.0	i
O=C(O)CNC(=O)c1ccccc1NC(=O)c1ccco1	-3.6	-1.8	-1.8	-1.8	2.6	i	4.1	-1.0	1.4	i
Cc1cc(C(=O)O)c(=O)[nH]c1C	1.1	-2.8	2.1	0.2	2.3	i	6.7	-3.7	-7.2	i
O=C(Cn1c(-c2ccccc2)c[n+]2ccsc12)c1ccc([N+](=O)[O-])cc1	-2.2	-0.5	1.7	-1.4	-27.3	i	-0.8	5.2	5.4	i
O=C(OCc1cnc(Cl)s1)c1cccc(Cl)c1Cl	0.3	-1.0	1.7	-7.9	0.1	i	4.1	1.0	-9.2	i

Filtered by structure, those above with a COOH group.
SMILES	STEP block	LMPTP inh	Rin1 Abl inh	Scp1 inh	SUMO1 PPI mod	Rpn11 inh	DNMT1 block	CSN deneddyl inh	NadD block	Neddylation inh
O=C(O)CNC(=O)c1ccccc1NC(=O)c1ccco1	-3.6	-1.8	-1.8	-1.8	2.6	i	4.1	-1.0	1.4	i
Cc1cc(C(=O)O)c(=O)[nH]c1C	1.1	-2.8	2.1	0.2	2.3	i	6.7	-3.7	-7.2	i

The list continues.
SMILES	STEP block	LMPTP inh	Rin1 Abl inh	Scp1 inh	SUMO1 PPI mod	Rpn11 inh	DNMT1 block	CSN deneddyl inh	NadD block	Neddylation inh
Cc1ccc(S(=O)(=O)CCC(=O)Nc2cccc(S(=O)(=O)N3CCCCCC3)c2)cc1	-2.2	0.3	0.3	-6.8	1.5	i	-0.2	1.3	-0.7	i
CNC(=O)NCC12CC3CC(CC(C3)C1)C2	-1.4	0.6	-0.5	1.5	-0.2	i	1.9	-3.0	-4.2	i
Cc1nn(C)c(C(=O)N/N=C/c2ccncc2)c1Cl	0.6	-0.1	-1.2	-4.2	-5.4	i	2.2	1.6	-6.7	i
CC(=O)Nc1ccc(S(=O)(=O)Nc2nc3ccccc3nc2N2CCCC2)cc1	1.4	-1.1	-1.9	-4.3	0.8	i	-0.7	-4.0	1.5	i
COc1cc(OC)cc(C(=O)NCC(=O)OC2CCOC2=O)c1 (configuration not stated)	-7.6	-1.9	1.2	-8.6	2.2	i	-0.1	0.7	-3.8	i
COc1ccc(-c2nc(NC(=O)CSCCO)sc2C)cc1	-3.2	-0.4	2.1	-9.3	0.7	i	1.8	-4.6	-3.1	i
C=CCOc1c(Br)cc(/C=C2/NC(=S)N(C(C)=O)C2=O)cc1OC	-1.6	-2.6	0.6	5.0	-3.2	i	24.9	1.9	0.8	i
CCOC(=O)C1=CC[C@H]2c3c(c4ccccc4n3C)C(=O)C1N2S(=O)(=O)c1ccc(C)cc1	-0.1	-0.5	0.2	-11.3	1.3	i	2.4	3.2	-0.7	i
CCC1=C(OC(=O)N(CC)CC)N2C(=O)OC(=NCC(=O)OC)[C@]2(Cc2ccccc2)[C@H]2C1=CC[C@H]1C(=O)N(C)C(=O)[C@H]12	0.0	1.0	1.4	-0.2	-8.8	i	-3.1	-4.4	5.6	i
O=C(COC(=O)Cn1cnc2ccccc21)Nc1cc(S(=O)(=O)N2CCOCC2)ccc1Cl	7.6	1.9	0.5	4.0	11.3	i	-2.8	1.3	0.5	i
CCOc1ccc(N2CC(C(=O)N3CCN(c4ccccn4)CC3)CC2=O)cc1 (configuration not stated)	-0.3	0.9	4.6	5.6	-1.5	i	1.4	-4.0	-8.3	i
CCCSc1nc2ccsc2c(=O)n1CC	1.8	0.7	-1.3	1.4	1.3	i	-1.0	-16.9	0.7	i
CC(NC(=O)Nc1cccc(Cl)c1)C(c1cccs1)N1CCCC1 (configuration not stated)	3.3	-2.0	0.1	-6.7	0.4	i	-2.8	1.9	-4.4	i
Cc1ccc(S(=O)(=O)NNC2CC(=O)N(c3ccc(Br)cc3)C2=O)cc1 (configuration not stated)	-4.4	-2.0	1.6	-0.9	-0.6	i	10.9	-6.8	4.6	i
O=C(COc1ccc(F)cc1Cl)N(Cc1nnc(-c2ccccc2Cl)o1)C1CC1	-0.3	-0.3	1.9	-2.4	6.1	i	1.3	-0.7	-8.1	i
c1ccc(Cn2cc(CNc3ccccc3)nn2)cc1	0.8	-1.1	1.8	-0.2	3.5	i	-1.1	-3.3	1.7	i
Cc1ccc(/C=C2\SC(=S)N(Cc3ccccc3)C2=O)o1	0.9	3.9	-1.4	-12.1	-2.8	.	-18.5	115.0*	18.5	i
NC(=NC(=O)c1ccc(OC(F)(F)F)cc1)c1ccc(C(F)(F)F)cn1	5.1	3.0	0.4	-12.8	-0.2	i	5.9	-0.8	0.2	i
COC(C(=O)Nc1ccnn1C1CCN(Cc2ccc(C)s2)CC1)c1ccccc1 (configuration not stated)	-1.6	-1.2	3.6	-1.8	3.4	i	1.2	-0.9	-1.9	i
